Compound activity: PubChem BioAssay, NCI
All columns: NCI-60 one-dose screen, growth in % after 48 h at 10 µM unless noted; 100 = growth as untreated, 0 = no growth, -100 = all killed.
NCI-H23 – NCI-H23 lung cancer | hit rate 4% among 80,000
COLO 205 – COLO 205 colon cancer; hit rate 7.3% among 79,000; AID 1794742
NCI-H522 – NCI-H522 lung cancer. hit rate 8% among 78,000. AID 1794739
NCI-H226 – NCI-H226 lung cancer. hit rate 3.5% among 79,000. AID 1794732
KM12 – KM12 colon cancer cells; hit rate 5% among 82,000
IGROV1 – IGROV1 ovarian cancer; hit rate 4.7% among 79,000
NCI/ADR-RES – NCI/ADR-RES ovarian cells; hit rate 4.4% among 81,000
NCI-H322M – NCI-H322M lung cancer. hit rate 2.7% among 80,000. AID 1794733
NCI-H460 – NCI-H460 lung cancer; hit rate 6.8% among 82,000
* = called active by the depositor; nt = no result given; & = joins results of further samples. The calls were made as follows: active = growth percent below 10; inactive = the rest.

SMILES | NCI-H23 | COLO 205 | NCI-H522 | NCI-H226 | KM12 | IGROV1 | NCI/ADR-RES | NCI-H322M | NCI-H460
Cc1cccc(/C=C/c2c(C(=O)c3ccccc3)c(C)nc3ccccc23)c1 | 76 | 101 | 75 | 82 | 91 | 84 | 70 | 99 | 89
CCOC(=O)c1ccccc1[N+](=O)[O-] | 111 | 113 | 101 | 105 | 111 | 101 | 112 | 135 | 106
COc1ccc(-c2nn(-c3ccccc3)cc2/C=C2\SC(=S)N(C)C2=O)cc1 | 92 | 114 | 87 | 93 | 100 | 108 | 95 | 107 | 89
CN(C)c1ccc(C(=O)C(=O)c2ccccc2)cc1 | 93 | 112 | 80 | 102 | 101 | 97 | 97 | 88 | 105
O=C(c1sc(-c2ccccc2)cc1O)N1CCOCC1 | 96 | 102 | 78 | 100 | 98 | 105 | 99 | 99 | 100
Cn1cc(-c2nn3cc(-c4cccnc4)nc3s2)c2ccccc21 | 30 | -2.1* | -13* | 30 | 30 | 40 | 19 | 55 | 9.9*
COc1ccc(N2CCN(CCC3=C(C)NC4SC(c5ccc(Cl)cc5)=NN4C3=O)CC2)cc1 (stereo not drawn) | 89 | 114 | 97 | 96 | 101 | 100 | 103 | 98 | 102
C=CCc1cc2c(cc1COCCOCCOCCCC)OCO2 | 89 | nt | 90 | 91 | 99 | 91 | 89 | 90 | 109
CC1(C)CC(=O)C(c2ccccc2)=C(O)c2ccccc21 | 86 | 107 | 93 | 102 | 118 | 96 | 92 | 113 | 100
O=S(=O)(NCCNc1nccc(-n2cnc3ccccc32)n1)c1ccc(C(F)(F)F)cc1 | 55 | 65 | 38 | 63 | 59 | 66 | 56 | 85 | 58
COc1cc(-c2cc(-c3ccc(N(C)C)cc3)c(C#N)c(N3CCOCC3)n2)cc(OC)c1OC | 91 | 99 | 58 | 78 | 92 | 72 | 69 | 96 | 55
CNC(=O)c1cc(Oc2cccc3nc(NC(=O)c4ccc(Cl)cc4Cl)ccc23)ccn1 | 97 | 98 | 39 | 92 | 90 | 95 | 81 | 93 | 97
O=C(O)c1ccc(C(=O)c2ccccc2)cc1 | 96 | 100 | 79 | 105 | 107 | 98 | 96 | 103 | 104
O=C(O)/C=C/c1ccncc1 | 96 | 95 | 99 | 94 | 102 | 103 | 106 | 91 | 107
Cc1cc(C)c(-c2c(O)c(Br)c(-c3c(C)cc(C)c(Br)c3C)c(O)c2Br)c(C)c1Br | 44 | -67* | -70* | 52 | 12 | -30* | 44 | 38 | 1.6*
COc1ccc(OC)c(C2NC(=O)NC(C)=C2C(=O)c2ccc(Cl)cc2)c1 (stereo not drawn) | 114 | 116 | 98 | 100 | 114 | 108 | 103 | 116 | 113
COc1ccc(-c2nc3c(c(C)nc4c3nnn4-c3ccccc3)c(=O)o2)cc1 | 114 | 114 | 103 | 103 | 113 | 119 | 117 | 120 | 111
O=C(NNC(=O)c1ccc(NC(=O)c2ccccn2)cc1)NC1CCCCC1 | 99 | 121 | 101 | 97 | 105 | 102 | 105 | 103 | 106
O=P(C(=S)Nc1ccccc1Cl)(c1ccccc1)c1ccccc1 | 105 | 127 | 97 | nt | 91 | 105 | 105 | 105 | 77
CCCCCCCCCCCCCCCC[N+](C)(CCO)Cc1cnc[nH]1 (stereo not drawn) | -3.1* | -100* | -72* | -4.9* | -98* | -54* | 94 | 20 | -93*
COc1cc(/C=C\c2cc(OC)c(OC)c(OC)c2)cc(N/C=C\C(=O)c2c[nH]c3ccccc23)c1OC | 61 | -77* | -77* | 65 | 49 | 40 | 73 | 80 | 83
C=Cc1cc2oc3ccccc3c(=O)c2c(O)c1-c1cc(OC)c2c(Cl)c(CCC)n(C)c(=O)c2c1O | 98 | 120 | 81 | 84 | 96 | 93 | 100 | 78 | 106
CC(C(=O)c1c([O-])on[n+]1-c1ccccc1)N1CCN(C)CC1 (stereo not drawn) | 94 | 108 | 77 | 98 | 96 | 102 | 98 | 97 | 108
CSc1ccc(NC(=O)Nc2ccccc2C(N)=O)cc1 | 105 | 147 | 93 | 114 | 107 | nt | 104 | 102 | 102

3 entries out of the list, sorted by molar mass, high to low:
SMILES | NCI-H23 | COLO 205 | NCI-H522 | NCI-H226 | KM12 | IGROV1 | NCI/ADR-RES | NCI-H322M | NCI-H460
COc1cc(/C=C\c2cc(OC)c(OC)c(OC)c2)cc(N/C=C\C(=O)c2c[nH]c3ccccc23)c1OC | 61 | -77* | -77* | 65 | 49 | 40 | 73 | 80 | 83
CCCCCCCCCCCCCCCC[N+](C)(CCO)Cc1cnc[nH]1 (stereo not drawn) | -3.1* | -100* | -72* | -4.9* | -98* | -54* | 94 | 20 | -93*
O=C(O)c1ccc(C(=O)c2ccccc2)cc1 | 96 | 100 | 79 | 105 | 107 | 98 | 96 | 103 | 104

(next part)
SMILES | NCI-H23 | COLO 205 | NCI-H522 | NCI-H226 | KM12 | IGROV1 | NCI/ADR-RES | NCI-H322M | NCI-H460
COc1cccc(NC(=O)c2cccc(-c3cc(=O)c4c(O)c(OC)c(OC)cc4o3)c2)c1 | 75 | 76 | 40 | 59 | 65 | 88 | 74 | 87 | 69
COc1ccccc1C(=O)Cc1ccccc1 | 102&97 | 117&111 | 85&115 | 96&96 | 111&106 | 93&101 | 103&104 | 93&108 | 101&109
Nc1nc(N)c(N=Nc2ccc(SCC(=O)O)cc2)c(=O)[nH]1 | 103 | 126 | 113 | 115 | 110 | 118 | 86 | 124 | 108
Cc1cc(Nc2ccc(C(=O)N3CCCC3)cc2)nc(NCCCNc2ccnc3cc(Cl)ccc23)n1 | 88 | 76 | 66 | 105 | 87 | 76 | 100 | 86 | 59
O=C(Cc1ccccn1)c1ccncc1 | 109 | 112 | 87 | 124 | 104 | 109 | 115 | 104 | 106
Cc1ccccc1Nc1nc(N)[nH]c(=O)c1N=O | 107 | 98 | 97 | 98 | 107 | 104 | 107 | 104 | 102
OCCNCCNc1ccnc2cc(Cl)ccc12 | 98 | 84 | 107 | 99 | 93 | 109 | 100 | 113 | 96
CCCCC(CC)C(=O)O (stereo not drawn) | 99 | 102 | 106 | 97 | 103 | 109 | 103 | 99 | 108
Cc1cc(O)c(C(=O)c2c[nH]c(=O)c(-n3cnnn3)c2)cc1C | 93 | 93 | 84 | 95 | 98 | 104 | 92 | 92 | 114
OC(CC1CCCC(CC(O)c2ccccc2)N1CCc1ccccc1)c1ccccc1 (stereo not drawn) | 110 | 108 | nt | 99 | 104 | 110 | 109 | 108 | 106
CCOC(=O)C(Cc1ccccc1)N/C(CCCO)=C(/C#N)c1nc2ccc(C)cc2c(=O)[nH]1 (stereo not drawn) | 110 | 132 | 103 | 101 | 113 | 111 | 104 | 103 | 116
CC/C=C\C/C=C/C=C1\CC=C(CCO)C1=O | 102 | 105 | 55 | 86 | 102 | 98 | 109 | 101 | 98
COc1cc2cc(Oc3ccc(NC(=O)Nc4cccc(C(F)(F)F)c4)cc3)c(C)nc2cc1OCCN1CCCCC1 | -75* | -75* | nt | nt | -92* | -31* | 20 | -15* | -84*
C(=N\Nc1nn[nH]n1)/c1ccccc1 | 108 | 106 | 110 | 103 | 107 | 112 | 109 | 92 | 108
NC(=O)NNC(=O)NNC(N)=O | 108 | 118 | 101 | 98 | 116 | 106 | 112 | 101 | 105
COc1ccc(/C=C2\C=C(c3ccc(OC)cc3)N(C(=S)NN)NC2=O)cc1 | 104 | 99 | 79 | 86 | 93 | 90 | 101 | 83 | 98
Cc1c(Cl)c(=O)oc2cc(O)ccc12 | 84 | 101 | 102 | 93 | 106 | 90 | 97 | 102 | 106
CC(=O)NC1=NC(=O)/C(=C/c2ccccc2Cl)N1C | 99 | 113 | 102 | 97 | 110 | 108 | 103 | 103 | 103
O=C1Nc2ccc(Br)cc2C12CC(c1ccccc1)=NN2 (stereo not drawn) | 59 | 31 | 20 | 57 | 31 | 53 | 41 | 35 | 18
N#CC(C#N)C(C#N)(C#N)CC(=O)c1ccco1 | 87 | 102 | 97 | 100 | 98 | 90 | 96 | 89 | 103
Cc1ccc(C(=O)Cc2ccccc2)cc1 | 109 | 112 | nt | 114 | 115 | 108 | 115 | 101 | 111
C#CC(C)(CC)NC(=O)c1cc(-c2ccc3c(c2)OCO3)on1 (stereo not drawn) | 103 | 121 | 93 | nt | 105 | 104 | 107 | 107 | 102
CCn1c(N)nc2c1c(=O)n(C)c(=O)n2C | 102 | 104 | 102 | 110 | 102 | 106 | 102 | 105 | 115
CCOC(=O)CCNc1nc(N)nc(N(C)Cc2ccccc2)c1C=O | 103 | 124 | 92 | 109 | 112 | 109 | 106 | 96 | 112
CC(=O)OCC(OC(C)=O)c1ccccc1 (stereo not drawn) | 102&103 | 100&105 | 76&92 | 98&110 | 99&107 | 106&104 | 110&95 | 103&103 | 110&109
O=C(NNc1nc(-c2ccc(Cl)cc2)cs1)c1ccccc1Cl | 99 | 107 | 77 | 104 | 102 | 99 | 110 | 81 | 108
NC1=NC(c2ccccc2OCc2ccccc2)n2c(nc3ccccc32)N1 (stereo not drawn) | 113 | 103 | 102 | 98 | 106 | 95 | 123 | 113 | 104
O=C(/C=C/c1ccc(Cl)cc1)c1cccc(Nc2nc(Nc3ccccc3)nc(Nc3ccccc3)n2)c1 | 86 | 93 | 89 | 97 | 86 | 13 | 92 | 95 | 103
c1ccc(Cn2cc3c(c2-c2ccccc2)CCc2c(CN4CCCC4)noc2-3)cc1 | 88 | 104 | 107 | 90 | 99 | 107 | 98 | 95 | 112
OCCN(CCc1ccccc1)CCc1ccccc1 | 99 | 124 | 74 | 110 | 97 | 102 | 104 | 99 | nt
C(=N/Nc1ncc(-c2cc3cc(-c4ccccc4)ccc3o2)s1)/c1cccs1 | 100 | 72 | 86 | 104 | 97 | 102 | 101 | 34 | 7.4*
COc1ccc(CN2C(=O)CSC2c2cc3ccccc3[nH]c2=O)cc1OC (stereo not drawn) | 104 | 109 | 92 | 106 | 112 | 99 | 100 | 87 | 114
O=C1CCC(NNC(=O)c2ccc(Cl)cc2Cl)N1 (stereo not drawn) | 103 | 105 | 96 | 112 | 102 | 103 | 106 | 101 | 101
O=C1CC(=P(c2ccccc2)(c2ccccc2)c2ccccc2)C(=O)N1c1ccccc1 | 101&92 | 109&94 | 100&98 | 110&101 | 107&98 | 98&105 | 106&96 | 103&119 | 107&105
Nc1cccc(-c2nc3sccn3c2-c2ccnc(NCCCNS(=O)(=O)c3ccc(Cl)cc3)n2)c1 | 102 | 111 | 95 | 91 | 107 | 100 | 95 | 107 | 103
NS(=O)(=O)c1nnc(/N=C/c2c(O)[nH]c3ccccc23)s1 | 96 | 115 | 100 | 95 | 95 | 77 | 107 | 104 | 105
CN(C[C@H]1Cc2c(cccc2N2CCN(c3ncccn3)CC2)CN1)[C@H]1CCCc2cccnc21 | 45 | 10 | 53 | 39 | 44 | 37 | 9.5* | 50 | 21
NC(=O)c1c(NC(=O)c2cccc(C(F)(F)F)c2)sc2cc(O)ccc12 | nt | 100 | 93 | 86 | 97 | 92 | nt | 98 | 99
COc1ccc(-c2c3c(cc4cc5ncccc5nc24)[C@H]2CC[C@]4(C)C(=O)CC[C@H]4[C@@H]2CC3)cc1 | 69 | 70 | 67 | 84 | 22 | 51 | 64 | 74 | 40
Fc1ccc(-c2cc3nc(C(Cl)Cl)nc(-c4ccc(F)cc4)n3n2)cc1 | nt | -70* | 0.1* | 79 | -12* | 31 | 19 | -30* | -53*
O=C(c1ccc(O)cc1)[C@@H]1[C@@H]2CCCN2[C@@]2(C(=O)N(C(=O)c3ccc(F)cc3)c3ccccc32)[C@H]1c1ccc(F)cc1 | 98 | 105 | 94 | 94 | 100 | 63 | 99 | 99 | 100
O=C(c1ccc(Cl)cc1)c1ccc(OCCCN2CCN(c3ccncc3)CC2)cc1 | 38 | -50* | 53 | 49 | 58 | 67 | 50 | 82 | 49
Cc1cn([C@@]2(CF)O[C@H](CO)C2C)c(=O)[nH]c1=O (stereo partly drawn) | 109 | 119 | 88 | 106 | 120 | 58 | 112 | 129 | 123
CCOC(=O)c1sc(/N=C2\NC(=O)/C(=C/c3ccc(Cl)cc3)S2)nc1C | 92 | 102 | 69 | 72 | 91 | 95 | 101 | 93 | 93

Single entries from above:
Reading for O=C(O)c1ccc(C(=O)c2ccccc2)cc1 in NCI-H226: 105
Reading for COc1ccc(OC)c(C2NC(=O)NC(C)=C2C(=O)c2ccc(Cl)cc2)c1 (stereo not drawn) in NCI-H226: 100
Reading for O=C(c1sc(-c2ccccc2)cc1O)N1CCOCC1 in NCI-H23: 96
Reading for C=Cc1cc2oc3ccccc3c(=O)c2c(O)c1-c1cc(OC)c2c(Cl)c(CCC)n(C)c(=O)c2c1O in NCI-H522: 81
Reading for Cc1c(Cl)c(=O)oc2cc(O)ccc12 in NCI-H522: 102
Reading for CCCCCCCCCCCCCCCC[N+](C)(CCO)Cc1cnc[nH]1 (stereo not drawn) in NCI-H522: -72*
Reading for COc1ccc(-c2nc3c(c(C)nc4c3nnn4-c3ccccc3)c(=O)o2)cc1 in COLO 205: 114

Not a hit list, and some 12% of all compounds hit somewhere here.
